Source: PubChem
DAX1 inh-1 – DAX1 (NR0B1) inhibitors, primary screen, cell-based, HEK293, Gal4-DAX1, luciferase luminescence; AID 504766, 2011; 340,000 tested, 0.99% active; Nuclear receptor subfamily 0 group B member 1 (Homo sapiens), P51843; HEK293 Gal4-DAX1 luciferase reporter; inhibition, % at 6.75 µM;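 active = inhibition above the mean over all tested compounds plus 3 SD, cut at about 4.2% in these data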;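 also: 0% = DAX1-transfected cells with DMSO and 100% = empty-vector control cells with DMSO; inhibition shows as a rise in luminescence from relieved DAX1 repression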
Target sequence (P51843 207-470 limits assumed): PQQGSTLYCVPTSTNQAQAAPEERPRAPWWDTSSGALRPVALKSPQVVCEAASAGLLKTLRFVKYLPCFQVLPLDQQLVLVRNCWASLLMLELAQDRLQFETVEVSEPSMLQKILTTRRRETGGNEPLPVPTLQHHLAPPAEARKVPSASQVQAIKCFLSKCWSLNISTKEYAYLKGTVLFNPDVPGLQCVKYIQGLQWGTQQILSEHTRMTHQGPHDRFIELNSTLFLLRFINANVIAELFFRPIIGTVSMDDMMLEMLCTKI
ssDAF-12 act – S. stercoralis DAF-12 nuclear receptor activators, primary screen, cell-based, luminescence, HEK293, GRIP1 co-expression, lit1-tk-luc. HEK293 ssDAF-12/GRIP1 lit1-tk-luc reporter; % of 3 µM dafachronic acid response. Nuclear hormone receptor DAF-12 (Strongyloides stercoralis). 370,000 tested, 1% active. activation, % at 6.8 µM;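 active = activation above the mean over all tested compounds plus 3 SD, cut at about 0.9% in these data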;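 also: 0% = DMSO-only wells and 100% = 3 µM delta7-dafachronic acid wells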
Rev-erbA mod – modulators of Rev-erb alpha DNA binding, primary screen, biochemical, FITC-DNA, fluorescence polarization, uHTS | Nuclear receptor subfamily 1 group D member 1 (Homo sapiens), P20393 | Rev-erbα–FITC-DNA binding, 90 min | activity, % at 10 µM | 370,000 tested, 0.79% active;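 active = activity above about 14%, limit read from the data; passing the limit was not always enough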;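 also: 0% = DMSO wells with 35 nM protein and 100% = DMSO wells with 750 nM protein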
FXN GAA850 act – FXN promoter activators, primary screen, cell-based, luciferase luminescence, HEK293 lucGAA850; 360,000 tested, 0.56% active; HEK293 lucGAA850 FXN promoter luciferase reporter, 24 h; percent of 10 µM SAHA response; activation, % at 6 µM;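 active = activation above the average of all compounds screened plus 3 SD, cutoff fixed separately per campaign, cut at about 7.5% in these data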;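 also: 0% = DMSO wells and 100% = 10 µM SAHA wells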
SMARCA2 activ – SMARCA2 (BRM) function activators, primary screen, cell-based, luminescence, high throughput | 370,000 tested, 1% active | MG213 cells, MMTV-luciferase reporter, dexamethasone, overnight | activation, % at 9.1 µM; in the data active = activation above about 7.8%;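 also: 0% = vehicle wells and 100% = reference activator wells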
hgDAF12 agonist – H. glycines DAF-12 receptor agonists, primary screen, cell-based, luminescence, HEK293, GAL4 fusion, UAS-luciferase | 370,000 tested, 1.8% active | Nuclear hormone receptor DAF-12 (Heterodera glycines), GAL4 fusion | activation, % at 6.8 µM | HEK293 GAL4-hgDAF12 UAS-luciferase reporter, agonist luminescence; normalized to butyrate control;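 active = activation above a cutoff set at the mean of all screened compounds plus 3 SD, cut at about 10% in these data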;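 also: 0% = DMSO wells and 100% = sodium butyrate wells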
PLC-beta3 inh – human PLC-beta3 inhibitors, primary screen, biochemical, fluorescence | inhibition, % at 12.2 µM | 370,000 tested, 0.18% active | AID 720704, 2013 | Purified PLC-beta3, fluorogenic substrate; in the data active = inhibition above about 11%;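 also: 0% = median of compound wells on plate and 100% = full blocker control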
hcDAF-12 act – H. contortus DAF-12 nuclear receptor activators, primary screen, cell-based, luminescence, HEK293, lit1-tk-luc reporter. activation, % at 6.8 µM. HEK293 hcDAF-12 lit1-tk-luc reporter; 0% DMSO, 100% Δ7-dafachronic acid. 370,000 tested, 1.4% active;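 active = activation above the mean of all tested compounds plus 3 SD, cut at about 5.5% in these data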;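 also: 100% = response to 3 µM Δ7-dafachronic acid high control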
PG9 Ab binder – binders of HIV-1 gp120 antibody PG9, primary screen, biochemical, TR-FRET | 360,000 tested, 0.43% active | AID 624416, 2012 | TR-FRET gp120-PG9 antibody binding | inhibition, % at 6.7 µM | HIV-1 gp120 / PG9 antibody interaction; in the data active = inhibition above about 8.5%
DAX1 inh-2 – DAX1 (NR0B1) inhibitors on StAR promoter, primary screen, cell-based, luminescence, SF-1 (NR5A1), full-length DAX-1; HEK293T StAR-luciferase reporter, SF-1/DAX-1 repression relief; inhibition, % at 6.8 µM; 370,000 tested, 1.1% active; AID 652010, 2013;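 active = inhibition above the mean over all tested compounds plus 3 SD, cut at about 3.6% in these data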;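 also: 0% = DAX-1 cells with DMSO and 100% = cells lacking DAX-1 with DMSO; higher inhibition means more luminescence from relief of DAX-1 repression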
HGIII-sPLA2 inh – human group III sPLA2 inhibitors, primary screen, biochemical, QFRET, BODIPY PC-A2 liposome substrate; QFRET BODIPY PC-A2 liposome hydrolysis, fluorescence; Group 3 secretory phospholipase A2 (Homo sapiens), Q9NZ20; AID 743126, 2013; 370,000 tested, 0.56% active; inhibition, % at 12.2 µM;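 active = inhibition above mean plus 3 SD of compounds lying within the high and low control bounds, cut at about 19% in these data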;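 also: 0% = median of test compound wells and 100% = no enzyme DMSO wells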
Target sequence (Q9NZ20 whole entry, looked up): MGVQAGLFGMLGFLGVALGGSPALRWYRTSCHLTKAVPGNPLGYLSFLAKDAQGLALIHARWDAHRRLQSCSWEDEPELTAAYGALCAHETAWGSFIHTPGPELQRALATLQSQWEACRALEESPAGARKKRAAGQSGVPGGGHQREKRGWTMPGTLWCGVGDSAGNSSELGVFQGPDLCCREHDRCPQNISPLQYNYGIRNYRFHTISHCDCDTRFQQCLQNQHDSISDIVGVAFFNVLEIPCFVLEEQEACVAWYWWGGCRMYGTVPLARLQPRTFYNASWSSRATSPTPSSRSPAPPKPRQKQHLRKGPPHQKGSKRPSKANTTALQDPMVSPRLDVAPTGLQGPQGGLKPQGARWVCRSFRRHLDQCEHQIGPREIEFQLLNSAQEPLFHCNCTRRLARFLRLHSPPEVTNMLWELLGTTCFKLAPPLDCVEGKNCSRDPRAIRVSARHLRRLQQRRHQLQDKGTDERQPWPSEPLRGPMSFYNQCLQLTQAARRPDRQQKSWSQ
An asterisk follows results filed as active; i = inactive; / = not tested or not shown. Compounds were not picked by outcome, and some 7% of all compounds hit somewhere here.

SMILES	DAX1 inh-1	ssDAF-12 act	Rev-erbA mod	FXN GAA850 act	SMARCA2 activ	hgDAF12 agonist	PLC-beta3 inh	hcDAF-12 act	PG9 Ab binder	DAX1 inh-2	HGIII-sPLA2 inh
O=C(Nc1n[nH]c(C(F)(F)F)n1)c1cccs1	2.0	-1.8	4	1.4	0	1.9	-3	-1.6	-1.9	0.4	-2
c1ccc(C2=Nn3c(Cn4nnc5ccccc54)nnc3SC2)cc1	/	-1.3	-3	-0.4	-2	0.8	-7	-2.1	-0.4	-0.6	6
O=C(COc1ccc(Br)cc1)Nc1ccccc1C(=O)NC1CC1	-0.9	-1.2	-9	0.6	-1	0.4	0	-0.6	1.9	-0.8	7
CN1CCN(C(=O)c2cc3nc(-c4ccccc4)cc(C(F)(F)F)n3n2)CC1	-1.3	-1.8	-3	1.0	0	-3.0	-146	-3.4	-0.9	-1.4	4
CC(C)CCN1C(=O)c2ccc(C(=O)N3CCCCC3)cc2C1=O	0.0	-0.8	-2	2.3	-1	2.8	-5	1.0	-0.1	-1.0	2
CC1Cc2ccccc2N1C(=O)CN1C(=O)COc2ccccc21 (stereo not given)	0.4	-0.6	3	1.9	-1	0.5	2	-0.4	1.9	-0.4	-5
CCc1ccc(-c2cc(C)no2)cc1S(=O)(=O)NCCc1ccc(S(N)(=O)=O)cc1	-0.6	-0.9	3	-1.4	1	-1.0	2	-0.4	0.6	-0.5	-14
NC(=O)NC(CC(=O)NNC(=O)c1ccccn1)c1ccccc1Cl (stereo not given)	0.7	-1.0	-1	-0.1	3	2.9	-5	-0.5	2.3	0.1	-6
CCCC(=O)Nc1nc(-c2ccc(OC)cc2)cs1	0.0	-1.3	0	2.8	4	4.0	3	0.5	-0.5	-0.1	1
O=C(CSc1ccc(Cl)cc1)NCC1CCCO1 (stereo not given)	1.1	-1.3	2	-0.2	1	2.4	3	-1.0	0.5	-0.8	1
CCN(CC)S(=O)(=O)c1cccc(NC(=O)COC(=O)C2CC3C=CC2C3)c1 (stereo not given)	-1.4	-1.1	-4	2.7	-5	2.3	2	-1.3	0.2	-0.4	-28
Cc1cccn2cc(CNC(=O)c3ccc(Br)o3)nc12	-0.8	-0.6	0	-1.1	2	-1.9	5	2.0	-0.9	1.4	2
Cc1ccccc1CN1C[C@H]2CON(C)[C@H]2C[C@H]1c1cccc(Br)c1	-0.6	-0.7	-1	-2.5	-3	-0.1	4	0.0	-2.5	-0.4	10
COc1ccc2nccnc2c1[N+](=O)[O-]	2.2	-0.8	3	-0.4	-3	-0.1	-2	-1.6	-0.6	-0.3	-5
CCN(CC)S(=O)(=O)c1ccc(C(=O)Nc2cc(C)on2)cc1	-0.3	-1.2	-4	0.5	-2	0.7	-1	-2.0	-0.5	-0.4	0
Cc1nc2cc(N)ccc2n1C1CCCCC1	1.6	-1.6	7	1.9	-4	0.7	-8	0.7	-1.4	0.2	5
COC(=O)c1ccc(COC(=O)C(CCS(C)(=O)=O)N2C(=O)c3ccccc3C2=O)cc1 (stereo not given)	-1.1	0.0	-1	-0.1	0	-1.5	-1	0.1	-3.8	-0.4	2
CCOC(=O)c1c(N)n(CCOC(=O)c2cccs2)c2nc3ccccc3nc12	-0.5	-1.6	-3	-2.6	-3	-6.1	i	-2.3	1.4	-2.5	7
O=C(COc1ccc(Cl)cc1)N(Cc1ccco1)C1CCS(=O)(=O)C1 (stereo not given)	2.5	-1.7	2	-0.6	-2	-1.3	2	0.4	1.1	0.2	9
CN1CCCC1c1cccnc1 (stereo not given)	2.7	-0.8	-6	-0.7	-4	0.0	2	-0.7	-4.2	1.5	8
CCN1CCN(C(=O)CN2C(=O)COc3ccc(C)cc32)CC1	2.3	-1.0	-4	-0.5	-2	-1.4	-2	-1.6	1.8	-0.4	3
CCCN1C(=S)SC(C)(C)C1/[N+]([O-])=C/c1ccc(S(=O)(=O)NC)cc1 (stereo not given)	1.0	-2.0	0	-0.1	0	2.6	-2	-1.0	-1.6	-0.2	-2
COc1ccc(N2C(=O)C3CCCN3C2c2ccc(Cl)cc2)cc1 (stereo not given)	2.5	-0.4	1	0.7	-2	4.3	0	1.9	-1.4	0.9	10
CCOc1cccc(/C=N/NC(=O)c2ccc3c(c2)OCCO3)c1O	-3.8	-0.5	0	-7.9	-1	-8.4	-31	0.2	-0.3	-1.9	-11
O=C(NCCCN1CCN(c2ccc(F)cc2)CC1)Nc1ccc([N+](=O)[O-])cc1	-2.7	-2.2	3	-1.4	-4	-2.5	-4	-3.2	-0.8	-1.2	-16
CCC1=NN(C(=O)Cc2ccc([N+](=O)[O-])cc2)C(O)(c2ccc(Br)cc2)C1 (stereo not given)	-0.2	-1.6	3	3.9	-1	-1.9	5	-3.4	-0.7	0.3	-37
Cc1cccc(Cn2ccc(-c3ccc(Cl)cc3)c(C#N)c2=O)c1	0.3	-0.7	-8	-1.1	0	-0.5	-2	-0.8	0.2	-0.1	0
Cc1ccnc(NC(=O)c2ccoc2C)c1	-0.2	-0.8	-6	0.1	6	6.7	-4	7.4*	-1.0	1.1	-2
COc1ccc2c(c1)CCc1cn[nH]c1-2	0.2	-0.9	2	1.8	1	2.3	-3	-0.9	-1.4	-0.6	-10
Cc1ccc(SC(=O)c2c(C)noc2-c2cc(C)on2)cc1	/	-1.4	-10	4.4	-1	0.2	-4	-0.7	0.6	-0.3	-3
Cc1cccc2cc(CN(C(=S)NCC(C)C)C3CCCC3)c(=O)[nH]c12	-0.4	-1.5	5	-1.8	0	5.6	5	0.5	-0.9	-1.2	3
CCCCNS(=O)(=O)c1ccc2nc(-c3cccnc3)cc(C(=O)NCCCOC)c2c1	0.4	-1.1	0	1.9	0	-1.0	-3	-2.3	11*	0.3	4
Clc1ccc(C[n+]2cc(-c3ccccc3)n3c2CCC3)cc1	1.5	-1.8	1	-0.1	2	-1.0	-6	-0.1	-1.6	0.3	5
C[C@H](NC(=O)c1ncn2c1C(=O)N(C)CC2)C(=O)OC(C)(C)C	1.1	-1.4	3	0.3	0	3.7	2	-0.8	0.0	-0.8	3
C=CCOC(=O)COc1ccc2c(C)c(CC)c(=O)oc2c1	1.1	-1.8	-3	-1.1	1	-0.4	-143	-0.7	-1.4	0.0	3
CC(OC(=O)c1ccc(NS(=O)(=O)c2ccc3[nH]c(=O)[nH]c3c2)cc1)C(N)=O (stereo not given)	2.6	-0.9	-5	0.7	-1	1.4	-3	0.4	1.3	0.4	-4
CC(C)(C)c1ccc(C(=O)NCc2nnc(SCC(=O)N3CCCc4ccccc43)n2-c2ccccc2)cc1	-0.4	-0.7	-1	2.9	0	-0.3	1	2.5	-1.9	0.8	-3
NC(=O)C1(N2CCCCC2)CCN(C(=S)Nc2ccc(S(N)(=O)=O)cc2)CC1	-0.2	0.0	0	1.9	-2	3.3	-14	4.7	-0.2	-0.7	7
Cc1ccc[n+](CC(=O)Nc2cccc(Cl)c2)c1	0.5	-0.7	6	-0.1	-2	0.6	-5	-0.7	-0.4	-0.1	2
NS(=O)(=O)c1ccc(CCn2c(=S)[nH]c3ccc(F)cc3c2=O)cc1	-1.5	-1.6	58*	3.4	-2	-0.6	-2	-1.5	37*	-0.2	0

Full records, quoted from the list. Order of values: DAX1 inh-1	ssDAF-12 act	Rev-erbA mod	FXN GAA850 act	SMARCA2 activ	hgDAF12 agonist	PLC-beta3 inh	hcDAF-12 act	PG9 Ab binder	DAX1 inh-2	HGIII-sPLA2 inh
Shown for CC(OC(=O)c1ccc(NS(=O)(=O)c2ccc3[nH]c(=O)[nH]c3c2)cc1)C(N)=O (stereo not given) : 2.6	-0.9	-5	0.7	-1	1.4	-3	0.4	1.3	0.4	-4
Shown for C=CCOC(=O)COc1ccc2c(C)c(CC)c(=O)oc2c1 : 1.1	-1.8	-3	-1.1	1	-0.4	-143	-0.7	-1.4	0.0	3
Shown for Clc1ccc(C[n+]2cc(-c3ccccc3)n3c2CCC3)cc1 : 1.5	-1.8	1	-0.1	2	-1.0	-6	-0.1	-1.6	0.3	5
Shown for NC(=O)C1(N2CCCCC2)CCN(C(=S)Nc2ccc(S(N)(=O)=O)cc2)CC1 : -0.2	0.0	0	1.9	-2	3.3	-14	4.7	-0.2	-0.7	7
Shown for C[C@H](NC(=O)c1ncn2c1C(=O)N(C)CC2)C(=O)OC(C)(C)C : 1.1	-1.4	3	0.3	0	3.7	2	-0.8	0.0	-0.8	3

Next section
SMILES	DAX1 inh-1	ssDAF-12 act	Rev-erbA mod	FXN GAA850 act	SMARCA2 activ	hgDAF12 agonist	PLC-beta3 inh	hcDAF-12 act	PG9 Ab binder	DAX1 inh-2	HGIII-sPLA2 inh
CCOC(=O)c1c(NC(=O)C(C)Sc2cn(C)c3ccccc23)sc2c1CCC2 (stereo not given)	0.2	-1.1	3	2.3	0	0.2	5	1.0	-1.8	-0.3	-2
O=C(O)[C@@H]1CSC2c3ccccc3C(=O)N21 (stereo not given in full)	-0.7	-1.2	-1	1.9	-1	-0.7	-3	-1.3	3.2	0.0	1
N#CCSc1nc2c(c(=O)n1Cc1ccccc1)C1(CCCC1)Cc1ccccc1-2	1.2	-1.2	2	-0.7	0	1.2	-2	-2.0	0.6	-0.5	1
CCOc1cc(/C=C2/C(=N)N3C=CSC3=NC2=O)ccc1OCCCOc1ccccc1C	-1.2	-0.7	18*	0.4	-5	2.6	-39	0.1	-1.0	-1.0	10
Cc1c(Nc2nc3ccccc3nc2NS(=O)(=O)c2ccccc2)c(=O)n(-c2ccccc2)n1C	3.3	-1.7	3	4.2	3	-1.3	1	-0.5	-1.5	0.1	-10
COC(=O)c1cc2occc2n1Cc1nc(-c2ccccc2Cl)oc1C	0.1	-0.6	-2	0.6	-3	-0.8	-4	0.8	-1.8	0.1	-7
